NS5 inhibitors – flavivirus cap methylation enzyme inhibition – biochemical, confirmation dose response, primary screen (AID 588689); Dengue-2 NS5 methyltransferase capping enzyme assay, biochemical; higher % means a stronger effect; one-dose inhibition, % at 25 µM; IC50 in µM for titrated hits; hit rate 0.3% among 340,000; in the data active = a potency from the dose series
Myeloid diff MLP – myeloid differentiation induction. ER-HoxA9 myeloid progenitors, lysozyme-GFP differentiation, flow cytometry. calls only at 10 µM. hit rate 1% among 360,000. AID 624256;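 active = normalized GFP-positive differentiation at or above the plate's own cutoff, the solvent-only control mean plus 3 SD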;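 also: cells exposed to compound for four days before flow analysis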
NS5 inhibitors pilot replicate – also measured in NS5 inhibitors; calls as there; inhibition, %; measured here: pilot screen replicate inhibition
Myeloid diff MLP GFP+ MAC1+ % – further read-out of Myeloid diff MLP, marked with its call; GFP+ MAC1+ double positive, %; measured here: differentiation confirmed by MAC1 staining
An asterisk follows results filed as active; i = inactive. These rows are one share of the data. The share of hits here may be higher or lower than overall.

SMILES | NS5 inhibitors | Myeloid diff MLP | Myeloid diff MLP GFP+ MAC1+ % | others
CC1CCCC(C)N1C(=O)COC(=O)CNS(=O)(=O)c1ccc2ccccc2c1 (stereo unspecified) | -3.3% | i | 1.3
COc1ccc(CC(=O)N(C)Cc2ccc(OC(F)F)cc2)cc1S(=O)(=O)N1CCOCC1 | 0.0% | i | 1.1
O=C(NCCN1CCN(Cc2ccccc2)CC1)c1ccc(CS(=O)(=O)c2c(Cl)cccc2Cl)o1 | -6.0% | i | 0.5
COc1ccc(NC(=O)CC2SC(N3CCCC3)=NC2=O)cc1Cl (stereo unspecified) | -3.3% | i | 1.7
C#CCN1C=CC(=O)[C@@H](OC(=O)NCCC)[C@H]1c1ccccc1Br | 0.7% | i | 0.1
Cc1ccc(S(=O)(=O)N(C)C[C@H]2Oc3ncc(-c4ccccc4)cc3C(=O)N([C@@H](C)CO)C[C@@H]2C)cc1 | -2.9% | i | 1.5
Cc1cccn2c(=O)nc(SCC(=O)NCc3ccco3)nc12 | 2.9% | i | 2.3
CCN(CC)CCNC(=O)c1ccc(NC(=O)c2cccc(-n3cnnn3)c2)cc1 | 0.7% | i | 0.6
O=C1CN(C(=O)COC(=O)CCS(=O)(=O)c2ccccc2Cl)c2ccccc2N1 | -2.2% | i | 0.3
COc1cccc(-c2c(-c3cc(OC)cc(OC)c3)n(C)c3ccc(-c4ccc(OC)nc4)cc23)c1 | 2.5% | i | 2.6
Cc1nc(SCC(=O)N2CCN(c3ccccn3)CC2)c(C#N)c(C)c1C | -5.6% | i | 0.4
S=C1NCCN1CC1CCN(CC2CCCC2)CC1 | -5.6% | i | 1.2 | NS5 inhibitors pilot replicate=-6.1
CCOC(=O)c1ccccc1NC(=O)CSc1nc2ccccc2c(=O)n1CCCN1CCOCC1 | 7.2% | i | 0.7
COc1ccc(-c2c(C#Cc3ccsc3)c3cc(-c4ccc(CN5CCOCC5)cc4)ccc3n2C)cc1 | -4.8% | i | 0.5
CCN(CC(=O)Nc1ccc(NC(C)=O)cc1)C(=O)CN1C(=O)NC2(CCCC2)C1=O | -5.8% | i | 0.3
Cc1ccn2c(=O)nc(SCC(=O)NCc3ccc(F)cc3)nc2c1 | 0.7% | i | 0.9
CNC(=O)c1ccc(NC(=O)c2cc(S(=O)(=O)N(C)C)ccc2N2CCCC2)cc1 | -14.6% | i | 0.9
COc1ccc(Cl)cc1NC(=O)COC(=O)c1c(-c2ccccc2)noc1C | -5.8% | i | 0.9
O=C(Nc1cccc(C(F)(F)F)c1)C1CC(=O)N(CCc2ccccc2)C1 (stereo unspecified) | 2.3% | i | 0.3
CCN(CC(=O)NC1CCS(=O)(=O)C1)C(=O)COc1ccccc1-c1ccccc1 (stereo unspecified) | 1.6% | i | 1.1
CN(CC(=O)Nc1ccc(F)cc1)C(=O)CCc1nc2sc3c(c2c(=O)[nH]1)CCCC3 | 0.0% | i | 1.0
CC(C)(C)OC(=O)C[C@H]1C/C=C\C[C@H](CC(=O)NCCO)C(=O)N[C@@H](Cc2ccccc2)COC1=O | -3.5% | i | 0.5
CCN(CC)CCOc1ccc(-c2c(C)c3c(ccc4ccccc43)oc2=O)cc1 | -4.0% | i | 1.0
O=C1CCC(C(=O)OC(C(=O)Nc2ccc([N+](=O)[O-])cc2Br)c2ccccc2)=NN1 (stereo unspecified) | -6.0% | i | 0.4
COC(=O)c1ccccc1S(=O)(=O)N1CCC(C(=O)OCc2ccc([N+](=O)[O-])cc2)CC1 | -2.9% | i | 0.4
CCN(CC(=O)Nc1ccc(NC(C)=O)cc1)C(=O)CC1OC(=O)c2ccccc21 (stereo unspecified) | -15.6% | i | 1.5
CCOC(=O)/C=C1\CC(C(=O)OCC)Oc2ccccc21 (stereo unspecified) | -5.6% | i | 0.4 | NS5 inhibitors pilot replicate=-5.7
CC(=O)Nc1cccc(NC(=O)C(=O)NCC(c2ccco2)N2CCc3ccccc32)c1 (stereo unspecified) | -2.2% | i | 0.5
CC1=C(C(=O)N2CCOCC2)CC(CC(=O)NCc2cccs2)C(=O)N1Cc1ccc(F)cc1 (stereo unspecified) | -5.8% | i | 0.7
CC1CCCC(C)N1CCOc1cc(N)ccc1C#N (stereo unspecified) | 6.4% | i | 1.2
CC(C)(C)[C@H]1COC(=O)CC/C=C\C[C@H](CC(=O)N(CCO)Cc2ccccc2)C(=O)N1 | -8.0% | i | 1.1
COc1ccccc1N1CC(C(=O)NCCC2=CCCCC2)CC1=O (stereo unspecified) | -6.2% | i | 0.2
COC(=O)CCCNC(=O)c1ccc(S(=O)(=O)NCc2ccco2)cc1 | 1.5% | i | 1.0
Cc1cc(C)c(C)c(S(=O)(=O)Nc2cccc(S(=O)(=O)Nc3ccccc3C(=O)O)c2)c1C | 1.9% | i | 1.2
O=C(O)c1ccccc1NS(=O)(=O)c1cccc(N=Nc2c(O)[nH]c(=S)[nH]c2=O)c1 | 11.0% | i | 0.7
COc1ccccc1NC(=O)C/C(N)=N/OCC(=O)Nc1cccc(Cl)c1 | -1.9% | i | 0.5
O=C(Nc1ccccc1N1CCCC1)c1ccc(N2CCCC2=O)cc1 | -11.5% | i | 1.0
Cc1cc(NC(=O)c2ccc(C(C)(C)C)cc2)no1 | 1.1% | i | 0.2
CC(C(=O)OCC(=O)N1CCN(c2ccccc2)CC1)N1C(=O)c2ccccc2C1=O (stereo unspecified) | -7.4% | i | 0.8
COc1ccc(-c2nc(N)nc(N)n2)c(O)c1 | -6.4% | i | 0.9
CC1(C)C2CCC(CN=C(N)CSS(=O)(=O)O)C1C2 (stereo unspecified) | -24.0% | i | 1.4
O=C(c1cc(C2CC2)nn1-c1ccccc1)N1CCN(S(=O)(=O)c2c(F)cccc2F)CC1 | -3.7% | i | 1.8
COc1ccccc1NC(=O)C(C)OC(=O)c1cccc(-n2cnnn2)c1 (stereo unspecified) | -16.0% | i | 1.0
O=C(NCc1ccccc1)C1=C[C@@H](c2ccc3c(c2)OCO3)C[C@@H](OCCCCO)O1 | -3.2% | i | 1.9
Cc1ccc(Cn2c(CCNc3nc(-c4ccc(Cl)c([N+](=O)[O-])c4)cs3)nc3cc(Cl)c(Cl)cc32)cc1 | -9.0% | i | 2.7
Cc1ccc(S(=O)(=O)N(C)c2ccc(OC(=O)CN3C(=O)NC4(CCCC4)C3=O)cc2)cc1 | 3.7% | i | 0.9
COc1ccc2c(c1)CCC1C2CCC2(C)C(O)C(=O)CC12 (stereo unspecified) | 7.4% | i | 0.3
COc1cc(/C=C/C(=O)Nc2cccc(S(=O)(=O)NC3=NCCCCC3)c2)ccc1OCC#N | 4.4% | i | 0.9
O=C1CCC[C@@H]2C[C@@]3(C[C@@H]4CCN1[C@H]24)Nc1cc([N+](=O)[O-])ccc1NC3=NC1CCCCC1 | -11.9% | i | 2.3
CC(=O)NC12CC3CC(C1)CC(C(=O)N1CCN(S(=O)(=O)c4ccc([N+](=O)[O-])cc4)CC1)(C3)C2 | 5.2% | i | 1.5

Overlap with the part before: 6 compounds; new compounds follow.
SMILES | NS5 inhibitors | Myeloid diff MLP | Myeloid diff MLP GFP+ MAC1+ % | others
Cc1ccc(Cn2c(CCNc3nc(-c4ccc(Cl)c([N+](=O)[O-])c4)cs3)nc3cc(Cl)c(Cl)cc32)cc1 | -9.0% | i | 2.7
Cc1ccc(S(=O)(=O)N(C)c2ccc(OC(=O)CN3C(=O)NC4(CCCC4)C3=O)cc2)cc1 | 3.7% | i | 0.9
COc1ccc2c(c1)CCC1C2CCC2(C)C(O)C(=O)CC12 (stereo unspecified) | 7.4% | i | 0.3
COc1cc(/C=C/C(=O)Nc2cccc(S(=O)(=O)NC3=NCCCCC3)c2)ccc1OCC#N | 4.4% | i | 0.9
O=C1CCC[C@@H]2C[C@@]3(C[C@@H]4CCN1[C@H]24)Nc1cc([N+](=O)[O-])ccc1NC3=NC1CCCCC1 | -11.9% | i | 2.3
CC(=O)NC12CC3CC(C1)CC(C(=O)N1CCN(S(=O)(=O)c4ccc([N+](=O)[O-])cc4)CC1)(C3)C2 | 5.2% | i | 1.5
CC[C@]12C(=O)N(C)C[C@H]([C@@H]3C(=O)N(C)C(=O)[C@@H]31)N2C(=O)c1ccccc1 | -0.7% | i | 0.9
CCN(CC(=O)NCc1cccs1)C(=O)Cc1ccc(C)c(C)c1 | -1.5% | i | 1.1
CN(C)CCn1nnnc1SCC1=C(C(=O)O)N2C(=O)[C@@H](NC(=O)Cc3csc(N)n3)[C@H]2SC1 | -4.5% | i | 1.7
COc1ccc(CCNC(=O)COC(=O)c2ccc(OC)cc2OC)cc1 | 4.3% | i | 0.0
CC(C)CN(C(=O)COc1ccc(C(C)(C)C)cc1)C1CCS(=O)(=O)C1 (stereo unspecified) | -2.2% | i | 0.7
N=C(N1CCCc2ccccc21)N1CCCc2ccccc21 | -3.2% | i | 0.6
O=c1oc(CCCO)cc2ccc(C#Cc3cccnc3)cc12 | -2.4% | i | 2.6
CC(=O)N1CCN(C(=O)c2cc(C)oc2C)CC1 | 4.0% | i | 1.9
CC(=O)Nc1ccc(NC(=O)COC(=O)c2ccc(S(=O)(=O)NCc3ccco3)cc2)cc1 | 9.6% | i | 0.5
CCn1ccc2c(OCC(=O)NCCc3ccc(OC)c(OC)c3)cccc2c1=O | -3.6% | i | 0.6
Cc1cccc(C(=O)Nc2cc(S(=O)(=O)N3CCOCC3)ccc2N2CCCCC2)c1 | -10.3% | i | 0.9
Nc1nnc(SCC(=O)NCC(=O)Nc2ccc(F)c(F)c2F)s1 | 2.2% | i | 0.8
COc1ccc(CN2CCC[C@]3(N[C@H](c4ccc(OC)cc4)[C@@H]4C(=O)N(C)C(=O)[C@@H]43)C2=O)cc1 | -6.2% | i | 0.4
NC(=O)c1ccccc1OCC(=O)Nc1ccc2c(c1)OCCO2 | 2.2% | i | 0.5
Cc1ccc(S(=O)(=O)N2CCOCC2)cc1C(=O)OCC(=O)c1c(N)n(C)c(=O)n(C)c1=O | -13.1% | i | 0.3
C[C@H]1CN([C@@H](C)CO)C(=O)c2cc(/C=C/c3ccccc3)cnc2O[C@H]1CN(C)C(=O)c1cccc(F)c1 | 6.1% | i | 0.3
COc1cccc(/C=N/n2nnnc2N)c1OCC#N | 0.8% | i | 0.4
O=C(COC(=O)c1cc(Cl)ccc1O)Nc1ccccc1C(=O)NC1CC1 | -6.8% | i | 0.2
N#Cc1ccc(NC(=O)c2cc(S(=O)(=O)N3CCOCC3)ccc2N2CCCC2)cc1 | 8.7% | i | 1.0
COc1ccc(NC(=O)CN(C)C(=O)CC2CCCC2)cc1 | -3.0% | i | 0.9
C[C@H](CO)N1C[C@H](C)[C@@H](CN(C)C(=O)C2CC2)OCc2cnnn2CCCC1=O | 2.3% | i | 0.5
Cc1ccc(NC(=O)CSCC(=O)N(CCC(C)C)c2c(N)n(Cc3ccccc3)c(=O)[nH]c2=O)cc1 | -13.0% | i | 0.6
O=C(COc1ccc(Cl)cc1)NNC(=O)c1ccncc1 | -2.2% | i | 0.6
C=C1CCN([C@@H](Cc2ccccc2)C(=O)NCc2ccc(Cl)cc2)S(=O)(=O)c2ccccc21 | -2.0% | i | 2.2
Cn1c(N)c(C(=O)COC(=O)/C=C/c2cccc(F)c2)c(=O)n(C)c1=O | 2.2% | i | 1.2
O=C(C[C@@H]1C/C=C\C[C@H](Cc2ccc(F)cc2)C(=O)OC[C@@H](c2ccccc2)NC1=O)NCCO | 0.8% | i | 2.3
Cc1cccc(C(=O)NNC(=O)c2n[nH]c(=O)c3ccccc23)c1C | -2.2% | i | 1.5
O=C(NCCc1ccc(F)cc1)C(=O)NCC1CCCN1S(=O)(=O)c1cccs1 (stereo unspecified) | -7.2% | i | 1.0
COc1ccc(S(=O)(=O)NCCS(=O)(=O)N2CCN(c3ccccc3)CC2)cc1 | 8.8% | i | 0.8
COc1ccc2c(CN3CCN(Cc4ccccc4)CC3)cc(=O)oc2c1 | -9.7% | i | 0.8
CC1CCCC(C)N1C(=O)COC(=O)C1CCN(S(=O)(=O)c2c(Cl)cccc2Cl)CC1 (stereo unspecified) | -5.8% | i | 1.0
O=C(C[C@H]1C/C=C\CC[C@H](Cc2ccc(F)cc2)C(=O)O[C@@H](c2ccccc2)CNC1=O)N[C@@H](CO)Cc1ccccc1 | -2.5% | i | 1.8
Cc1ccc(C)c(NC(=O)CN(C)C(=O)c2ccc3[nH]c4c(c3c2)CC(C)CC4)c1 (stereo unspecified) | -2.9% | i | 0.7
COc1ccc(NC(=O)N(C)C[C@H]2Oc3ccc(NC(=O)Cc4ccccc4)cc3CC(=O)N([C@H](C)CO)C[C@H]2C)cc1 | 0.8% | i | 0.7
COc1ccc([C@H]2CC(=O)C=C(c3c(C)cc(C)cc3C)C2)cc1 | -6.6% | i | 1.3

Entries shown so far that have bromine:
SMILES | NS5 inhibitors | Myeloid diff MLP | Myeloid diff MLP GFP+ MAC1+ % | others
C#CCN1C=CC(=O)[C@@H](OC(=O)NCCC)[C@H]1c1ccccc1Br | 0.7% | i | 0.1
O=C1CCC(C(=O)OC(C(=O)Nc2ccc([N+](=O)[O-])cc2Br)c2ccccc2)=NN1 (stereo unspecified) | -6.0% | i | 0.4
